CIT2-GFP yeast: modulators of CIT2-GFP expression in yeast, primary screen, S. cerevisiae, GFP fusion, multiplex flow cytometry, MLPCN library | actives 0.065% (n = 320,000) | GFP response vs DMSO, % at 10 µM | S. cerevisiae CIT2-GFP strain, 3 h; 100 means same as DMSO wells;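 active = GFP response relative to DMSO above a set limit, near the screen mean plus 3 SD, cut at about 150% in these data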;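 also: ratio of well median GFP fluorescence to mean of DMSO wells on the plate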
VLA-4 inh: inhibition in human VLA-4 binding assay, primary screen, VLA-4 allosteric modulator project, MLPCN library, flow cytometry, VLA-4 expressing cells; inhibition, % (about 7 µM as worked out from the volumes in the protocol); ligand binding flow cytometry; actives 0.2% (n = 330,000); Integrin alpha-4 (Homo sapiens), P13612; in the data active = inhibition above about 50%
MCL1 BIM primary: inhibitors of MCL1 binding to BIM-BH3, primary screen, biochemical, fluorescence polarization; Induced myeloid leukemia cell differentiation protein Mcl-1 (Homo sapiens), Q07820; GST-MCL1 / FITC-Bim-BH3 fluorescence polarization; inhibition, % at 10.9 µM; actives 0.68% (n = 320,000);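 active = inhibition above the mean inhibition of all tested compounds plus 3 SD, set per campaign, cut at about 40% in these data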;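 also: 0% = DMSO wells and 100% = unlabeled Bim-BH3 peptide control; higher means more loss of mP so more displacement of Bim peptide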
Target sequence (Q07820 whole entry, looked up): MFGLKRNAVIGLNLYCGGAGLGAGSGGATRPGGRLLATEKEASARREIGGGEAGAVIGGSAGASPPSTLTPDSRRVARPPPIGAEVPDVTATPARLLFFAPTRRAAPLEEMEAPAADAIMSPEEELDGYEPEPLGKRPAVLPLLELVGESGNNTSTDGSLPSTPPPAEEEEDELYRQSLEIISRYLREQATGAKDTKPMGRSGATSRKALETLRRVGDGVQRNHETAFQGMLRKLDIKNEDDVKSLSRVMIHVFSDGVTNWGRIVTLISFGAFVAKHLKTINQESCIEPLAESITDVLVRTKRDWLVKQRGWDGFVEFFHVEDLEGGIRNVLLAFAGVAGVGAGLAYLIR
BCLXL inh: inhibitors of human Bcl-xL, primary screen, biochemical, fluorescence polarization, HTS; Bcl-2-like protein 1 (Homo sapiens), Q07817; GST-Bcl-xL / FITC-Bim BH3 peptide fluorescence polarization; inhibition, % at 10.9 µM; actives 0.7% (n = 320,000); AID 2129, 2009;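 active = inhibition above the mean of all tested compounds plus 3 SD, cutoff set per campaign, cut at about 30% in these data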;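 also: 0% = DMSO wells and 100% = unlabeled Bim-BH3 peptide competitor; inhibitors lower millipolarization by displacing the labeled peptide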
Target sequence (Q07817 whole entry, looked up): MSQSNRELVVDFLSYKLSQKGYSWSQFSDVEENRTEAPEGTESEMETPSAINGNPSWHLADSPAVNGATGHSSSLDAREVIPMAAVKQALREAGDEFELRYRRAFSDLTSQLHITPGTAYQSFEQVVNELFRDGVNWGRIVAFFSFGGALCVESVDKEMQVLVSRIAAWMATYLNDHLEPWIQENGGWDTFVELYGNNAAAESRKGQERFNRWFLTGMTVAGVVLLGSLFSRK
GRK2 aptamer HTS: compounds blocking aptamer binding on GRK2 – biochemical, human GRK2, bead flow cytometry, HTS, primary screen | actives 0.59% (n = 330,000) | AID 488847, 2010 | inhibition of aptamer binding, % at 10 µM | Beta-adrenergic receptor kinase 1 (Homo sapiens), P25098 | FAM-aptamer displacement from GRK2;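 active = inhibition of aptamer binding above 40%, roughly 3 SD of noise, on plates passing a quality check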;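 also: median bead fluorescence of bound FAM aptamer so fluorescent compounds give negative values; no value below 0 was filed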
MEX-5 binding: MEX-5 zinc finger RNA-binding disruptors – biochemical, C. elegans, fluorescence polarization, MLPCN library, primary screen | MEX-5/FITC-TCR2 RNA binding; stronger effect = lower value | Zinc finger protein mex-5 (Caenorhabditis elegans), Q9XUB2 | activity score (negative = inhibition of binding), % at 10 µM | actives 0.38% (n = 300,000);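 active = inhibition past about -25% in most replicates, and total fluorescence under double the plate's negative control median, limit read from the data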;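 also: 0% = DMSO and -100% = 5 µM competing unlabeled TCR2 RNA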
GLD-1 TGE inh: GLD-1/TGE RNA complex disruptors, primary screen, biochemical, fluorescence polarization; inhibition, % at 5.96 µM; actives 0.44% (n = 320,000); AID 2280, 2010; purified GLD-1 + fluorescein TGE RNA; Female germline-specific tumor suppressor gld-1 (Caenorhabditis elegans), Q17339;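 active = percent inhibition above a per-plate cutoff, the plate mean of test compounds plus 3 SD, cut at about 30% in these data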;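 also: 0% = DMSO wells with GLD-1 and probe and 100% = wells lacking GLD-1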
Target sequence (Q17339 whole entry, looked up): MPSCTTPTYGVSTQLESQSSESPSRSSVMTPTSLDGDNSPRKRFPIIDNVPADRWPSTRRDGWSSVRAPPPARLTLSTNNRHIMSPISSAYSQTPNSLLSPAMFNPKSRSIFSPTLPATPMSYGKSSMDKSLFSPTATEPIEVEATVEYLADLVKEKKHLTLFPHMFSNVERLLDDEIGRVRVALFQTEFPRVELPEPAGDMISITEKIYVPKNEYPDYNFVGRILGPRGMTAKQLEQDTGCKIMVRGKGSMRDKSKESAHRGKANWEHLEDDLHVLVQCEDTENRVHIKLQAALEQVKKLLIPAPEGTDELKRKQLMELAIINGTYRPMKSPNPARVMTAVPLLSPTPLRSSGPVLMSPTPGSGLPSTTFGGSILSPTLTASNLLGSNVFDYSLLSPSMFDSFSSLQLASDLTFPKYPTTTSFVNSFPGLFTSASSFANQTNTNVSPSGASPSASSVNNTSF
AGP1 TOR yeast: modulators of AGP1-GFP expression in yeast TOR pathway, primary screen, cell-based, multiplex flow cytometry, S. cerevisiae, MLPCN library; GFP response vs DMSO, % at 10 µM; AID 2066, 2009; actives 0.02% (n = 320,000); 3 h; GFP as percent of DMSO wells;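 active = GFP response relative to DMSO above a set limit, near screen average plus 3 SD, cut at about 150% in these data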;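 also: median GFP channel fluorescence of the gated AGP1 strain per well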
CR mimetic SO: reduction of superoxide in aged yeast, primary screen, HTS; S. cerevisiae aged cells, superoxide DHE fluorescence; stronger effect = lower value; AID 2690, 2010; superoxide response (% of plate mean), % at 10 µM; actives 0.18% (n = 330,000);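 active = superoxide response under a set limit, about three screen SD below normal, cut at about 65% in these data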;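 also: yeast aged for seven days with compound at 30 °C before DHE staining; 100% = average MFI of all compound-treated wells on the plate with controls excluded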
The depositor's hits bear a star; i = inactive; . = no result given.

SMILES | CIT2-GFP yeast | VLA-4 inh | MCL1 BIM primary | BCLXL inh | GRK2 aptamer HTS | MEX-5 binding | GLD-1 TGE inh | AGP1 TOR yeast | CR mimetic SO
O=C(CCC(=O)Nc1ccccc1)N/N=C/c1ccc2c(c1)OCO2 | 105 | 0 | . | . | 3 | 2.1 | . | 86 | 92
COc1ccccc1/C=C1\SC(=S)N(NS(=O)(=O)c2ccccc2)C1=O | 105 | -11 | 7 | 17 | 0 | -3.0 | 3 | 97 | 97
CCOc1ccccc1N(C)C(=O)c1cc2c(=O)n(CC)c3ccccc3c2s1 | 108 | 2 | 1 | 0 | 0 | -2.6 | 5 | 103 | 101
Cc1ccc(NC(=O)CCCSc2nc3ccccc3[nH]2)cc1 | 165* | i | -16 | 0 | 0 | 2.1 | -27 | 107 | 69
COc1ccccc1N1CCN(C(=O)c2ccc(-c3ccccc3)cc2)CC1 | 85 | 12 | 4 | 12 | 0 | -2.3 | 1 | 83 | 82
COc1ccc(-c2c(C#N)c(N)nc3c2CCC3)cc1 | 87 | 1 | -7 | -6 | 0 | 0.4 | 0 | 96 | 112
Cc1cc(C(=O)CCC(=O)N2CCN(S(=O)(=O)c3cccs3)CC2)c(C)s1 | 102 | 7 | 4 | 6 | 0 | 2.7 | -2 | 103 | 104
CCC(CC)C(=O)Nc1c2c(nn1-c1ccc(OC)cc1)CS(=O)C2 (centres undefined) | 101 | -4 | -2 | -3 | 0 | 0.6 | -5 | 100 | 82
CCCCS(=O)(=O)/C=C/[C@H]1[C@H](S(=O)(=O)CCCC)[C@H]2C=C[C@@H]1C2 | 94 | 14 | 6 | 5 | 0 | 1.1 | 8 | 101 | 92
CC1C=CCC2C(=O)N(c3cccc(C(=O)N4CCCCCC4)c3)C(=O)C12 (centres undefined) | . | -6 | 6 | 8 | 0 | -3.3 | 3 | 103 | 78
COC(=O)CSc1cc(C)nc(SC)n1 | . | 0 | 0 | 11 | 9 | 0.9 | 5 | 107 | 95
Cc1oc(-c2cccc(C(F)(F)F)c2)nc1CN1CCOCC1 | 101 | -6 | 1 | -1 | 0 | -1.3 | -3 | 102 | 94
CN(CC(=O)Nc1ncn[nH]1)S(=O)(=O)c1ccc(Br)cc1 | 106 | -7 | 3 | 3 | 1 | -1.5 | 4 | 107 | 99
Cc1ccc(SC(C)C(=O)N2CCCC2)cc1 (centres undefined) | 102 | 32 | 12 | 6 | 9 | 1.6 | 1 | 101 | 104
CCn1c(=O)cc(SCC(=O)NCCCN2CCN(c3ccc(F)cc3)CC2)c2ccccc21 | 105 | 1 | 3 | 8 | 0 | -2.5 | 2 | 100 | 82
Cc1c(C(=O)N(Cc2cccc(Br)c2)C2CCS(=O)(=O)C2)oc2ccc(F)cc12 (centres undefined) | 117 | 4 | 7 | 7 | 3 | 2.8 | -3 | 115 | 91
COc1ccc(NC(=O)NC(=O)c2cc(OCC(F)(F)F)ccc2OCC(F)(F)F)cc1 | 97 | -5 | 4 | 0 | 0 | 0.8 | 0 | 110 | 98
Cc1cc2c(cc(C(=O)O)n2C)s1 | 92 | 14 | -1 | 2 | 0 | 0.8 | 10 | 62 | 116
Cc1ccc(N(CC(=O)NCc2ccc3c(c2)OCO3)C(=O)CCC(=O)Nc2ccccn2)cc1 | 96 | 2 | -12 | -5 | 1 | -4.3 | 0 | 96 | 100
COc1cc(CCC(=O)OCC(=O)NCc2ccccc2)cc(OC)c1OC | 104 | 32 | -7 | -5 | 17 | 0.7 | 1 | 108 | 119
CC(C)(C)c1cccc(Cn2nnc3ccccc32)c1O | 63 | 20 | 4 | 3 | 0 | -2.3 | 2 | 75 | 112
O=C1CCC/C(=N\NC(=O)COc2ccc(Cl)cc2)C1 | 98 | -1 | 10 | 6 | 0 | -2.7 | 64* | 106 | 100
Cc1ccc(OC(=O)c2ccc(Br)o2)cc1 | 104 | 1 | 2 | 2 | 3 | -2.0 | -2 | 100 | 93
Cc1ccc2c(c1)cc(CN(Cc1cccnc1)C(=O)NCc1ccccc1)c1nnnn12 | 93 | 7 | -7 | -1 | 0 | -0.7 | -3 | 96 | 108
Cc1ccc(OCCC(=O)OCC(=O)N2CCN(S(=O)(=O)c3ccc(Cl)cc3)CC2)cc1 | 100 | 0 | -2 | -2 | 7 | -0.3 | 3 | 103 | 99
CCOc1cc(CNc2ccc3c(c2)OCCO3)cc(Br)c1OCC(N)=O | 105 | 2 | 0 | 11 | 5 | -1.4 | 0 | 101 | 94
COc1cccc2cc(C(=O)NCc3ccccc3Br)c(=O)oc12 | 93 | 2 | -4 | -4 | 3 | 2.1 | -5 | 97 | 100
CC(OC(=O)Cc1n[nH]c(=O)c2ccccc12)C(=O)Nc1ccc(F)cc1 (centres undefined) | 99 | -20 | -2 | 2 | 0 | -2.6 | 7 | 103 | 87
CC(=O)c1cn(C)c(=O)n(C)c1=O | 101 | -9 | 4 | 3 | 1 | -0.3 | 1 | 104 | 87
CN(C)NC(=S)NC1CC2CCC1C2 (centres undefined) | 89 | 4 | 7 | 6 | 3 | 0.7 | 6 | 98 | 108
CCOc1cc(NC(=S)NCCCN2CCOCC2)c(OCC)cc1NC(=O)CC(C)C | 91 | -12 | 3 | 0 | 0 | 0.5 | 2 | 100 | 104
COc1ccc(N/C=C\C(=O)c2ccc(Br)cc2)cc1OC | 93 | 4 | -28 | -3 | 0 | 1.9 | -12 | 94 | 85
OC(COc1ccc(OCC(O)CN2CCN(Cc3ccccc3)CC2)cc1)CN1CCN(Cc2ccccc2)CC1 (centres undefined) | 90 | 15 | 6 | -1 | 0 | 0.3 | 2 | 101 | 102
Cc1onc(-c2ccccc2)c1C(=O)OCC(=O)Nc1cc(S(=O)(=O)N2CCOCC2)ccc1Cl | 101 | 0 | 0 | -1 | 0 | 2.5 | 2 | 100 | 104
CCC(=O)NC(=Nc1nc2ccccc2s1)NC(=O)CC | 83 | 16 | 1 | 6 | 4 | 1.8 | 3 | 86 | 94
CN(C)C(=S)NC(C)(C)C | 106 | -4 | -3 | 1 | 0 | 1.2 | -4 | 106 | 102
CCOC(=O)C1(Cc2cccc(F)c2)CCN(C(=O)COC)CC1 | 108 | . | 5 | -1 | 3 | -0.3 | 0 | 105 | 88
Cc1ccc2nc(NC(=O)C3CCN(S(=O)(=O)c4cc([N+](=O)[O-])ccc4Cl)CC3)sc2c1 | 100 | 6 | 13 | 9 | 11 | -3.5 | 5 | 90 | 102
Cn1c(C(=O)OCC(=O)NCc2cccs2)cc2sccc21 | 95 | 6 | 1 | 2 | 0 | -0.2 | 4 | 95 | 92
C#CCn1cc(Cl)cc(C(=O)Nc2ccccc2)c1=O | 101 | 6 | 4 | 6 | 0 | -2.2 | -3 | 92 | 89
CC(=O)C1=C(C)Nc2ncnn2C1c1cccc(O)c1 (centres undefined) | 95 | 6 | 3 | 3 | 0 | -1.8 | -3 | 92 | 98
CCCC(c1nnnn1CCOC)N1CCN(C(=O)c2ccco2)CC1 (centres undefined) | 112 | 3 | 15 | 12 | 1 | 0.9 | -4 | 103 | 97
CCC(C)NC(=O)c1cc2c(=O)n(CC)c3ccccc3c2s1 (centres undefined) | 107 | 22 | 3 | 4 | 6 | 1.1 | -1 | 100 | 107
CCc1ccc(C(=O)Cn2ccsc2=N)cc1 | 100 | 3 | 5 | 4 | 2 | 0.9 | 1 | 98 | 91
CCO[C@@H]1OC(C(=O)Nc2ccccc2)=C[C@H](C2CC2)[C@H]1CCCO | . | . | -1 | 1 | . | -6.0 | 5 | . | .

Reformatted as a markdown table: part of the list above
| structure | CIT2-GFP yeast | VLA-4 inh | MCL1 BIM primary | BCLXL inh | GRK2 aptamer HTS | MEX-5 binding | GLD-1 TGE inh | AGP1 TOR yeast | CR mimetic SO |
| --- | --- | --- | --- | --- | --- | --- | --- | --- | --- |
| CCO[C@@H]1OC(C(=O)Nc2ccccc2)=C[C@H](C2CC2)[C@H]1CCCO | . | . | -1 | 1 | . | -6.0 | 5 | . | . |
| OC(COc1ccc(OCC(O)CN2CCN(Cc3ccccc3)CC2)cc1)CN1CCN(Cc2ccccc2)CC1 (centres undefined) | 90 | 15 | 6 | -1 | 0 | 0.3 | 2 | 101 | 102 |

Further compounds.
SMILES | CIT2-GFP yeast | VLA-4 inh | MCL1 BIM primary | BCLXL inh | GRK2 aptamer HTS | MEX-5 binding | GLD-1 TGE inh | AGP1 TOR yeast | CR mimetic SO
CC1=Nc2ccccc2N=C(NC(=O)CN2CCN(c3ccc(F)cc3)CC2)C1c1ccccc1 (centres undefined) | 100 | -29 | -1 | 4 | 1 | 1.4 | -1 | 98 | 98
O=C(C1=C[C@@H](c2ccc3c(c2)OCO3)C[C@@H](OCCCCO)O1)N1CCOCC1 | 101 | -2 | 2 | 7 | 0 | 0.3 | 6 | 101 | 102
Cc1nc(C(=O)NC2CCOCC2)sc1C1(C)CC(c2ccccc2)=NO1 (centres undefined) | 96 | 7 | 3 | 5 | 1 | 0.1 | 13 | 98 | 98
Nc1nnc(SCc2ccc(F)cc2Cl)s1 | 105 | 3 | 5 | 1 | 1 | 1.6 | 0 | 110 | 84
CCOC(=O)C(CC(=O)c1ccccc1)CC(=O)c1ccccc1 | 102 | 8 | . | . | 1 | 0.7 | . | 94 | 95
NC(=O)c1ccsc1NC(=O)CS(=O)(=O)c1ccccc1 | 83 | 1 | 3 | 7 | 0 | 0.4 | -3 | 93 | 114
C#CCCC/C(=C\C(=O)N(C)[C@H](C(=O)N(C)[C@H](C(=O)N(C)[C@H](C(=O)N(C)[C@H](C(N)=O)C(C)C)C(C)C)C(C)C)C(C)C)OC | 96 | -10 | . | . | 0 | . | 7 | 106 | 90
O=C1O/C(=C\C(=O)N2CCOCC2)c2ccccc21 | 107 | -14 | 3 | 2 | 0 | -0.8 | 2 | 99 | 97
CCN(C(=O)COC(=O)c1c(C)noc1C)C1CCS(=O)(=O)C1 (centres undefined) | 105 | 12 | 2 | 2 | 2 | 2.9 | 1 | 101 | 92
CN(C)C(=O)CSc1n[nH]c(-c2ccco2)n1 | 104 | 10 | -10 | 1 | 3 | 2.7 | -2 | 101 | 97
C=CCNC(=O)COC(=O)c1ccc(Sc2nncn2C)c([N+](=O)[O-])c1 | 95 | -1 | -1 | -6 | 0 | -2.6 | 4 | 95 | 114
O=C(Nc1cccnc1)c1ccc(C(=O)Nc2cccnc2)cc1 | 102 | 9 | 6 | 5 | 2 | -1.5 | 3 | 99 | 103
CCCCC1(Cc2ccc([N+](=O)[O-])cc2)C(=O)N(c2ccccc2)N(c2ccccc2)C1=O | . | 5 | -18 | -7 | 2 | 0.7 | 5 | 97 | 100
CC(C)=CCCC(C)CN1CCC(N2CCC(C(=O)N3CCOCC3)CC2)CC1 (centres undefined) | 98 | 11 | -5 | 1 | 0 | -1.2 | -8 | 106 | 117
Cc1ccc(CNC(=O)C(=O)NCC2CCCN2S(=O)(=O)c2cccs2)cc1 (centres undefined) | 103 | 30 | 2 | 4 | 0 | 1.8 | 1 | 104 | 99

Assay outcomes: PubChem BioAssay, several laboratories
